Lamin A splicing – changes lamin A minigene splicing in HeLa cells; HeLa LMNA splicing GFP/RFP minigene ratio, 48 h; Potency, µM (doses to about 46.1 µM), for inactives: top-dose ratio change, negative = inhibition, usual class: inhibitors; 0.01% of 200,000 active; AID 1487; active = well fitted inhibition curve with a large enough effect in the signal ratio, with a control signal flat, not every such curve was filed as active; inconclusive = small, poorly fitted or top-dose-only effect, or effect the other way, or a change in a side signal; the % refers to the signal ratio; also: % is scaled to controls: 0 for no effect and ±100 for the full control effect
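Read-out is the ratio of GFP to DsRed2 object intensity, acquired by 488 nm laser-scanning cytometry on HeLa lamin A-EGFP minigene reporter cells. Compound incubation 48 hrs at 37 °C in Opti-MEM with 2% FBS; DMSO 0.5% final.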
Epigenetic derep – derepresses silenced GFP reporter in murine cells; murine LDR cells, GFP reporter derepression, 30 h; Potency, µM (doses to about 53.9 µM), for inactives: at the highest dose GFP activation, actives largely listed as activators; 0.2% of 280,000 active; AID 1865; active = well fitted activation curve with a large enough effect; inconclusive = small, poorly fitted or top-dose-only effect; also: % of control where 0% means no effect; nearly all actives have a fitted effect of over 60% in size
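Reporter derepression read as number of fluorescent GFP-positive objects, 20-120 um in size, counted by laser-scanning cytometer. Mouse LDR line with an epigenetically silenced CMV-GFP locus; compound incubation 30 h, 37 C.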
Starred values were filed as active, the others as inactive; ? = inconclusive; [ ] = another dose, or the depositor's remark. Potency is read from the fitted curve at half-maximal effect. Not all compounds are listed (hit frequency here may not be typical).

SMILES | Lamin A splicing | Epigenetic derep
O=C(CSc1nc2c([nH]c3ccccc32)c(=O)n1-c1cccc(C(F)(F)F)c1)N1CCCC1 | 6.4%[46 µM] | 0.0%
CN(C)c1ccc(CNC(=O)c2sc3ncccc3c2-n2cccc2)cc1 | 3.0%[46 µM] | 0.8%
COc1ccc(OC)c(NC(=O)c2c(NCc3ccc(C)o3)sc3c2CCC(C)C3)c1 (stereo unspecified) | ? | 1.1%
CCC(C)NC(=O)CSc1nc2c(sc3ccccc32)c(=O)n1Cc1ccccc1Cl (stereo unspecified) | -24.5%[46 µM] | 10.2%
CC(C)(C)C(=O)Nc1ccccc1C(=O)OCc1cc(=O)n2ccsc2n1 | -4.7%[46 µM] | -4.5%
COC(=O)c1sccc1S(=O)(=O)N(CC(=O)NCc1ccc(F)cc1)c1ccccc1 | -15.2%[46 µM] | 0.0%
CC(C)OCCCNC(=O)CCCN1C(=O)CCn2nc(-c3cccn3C)cc21 | 9.4%[46 µM] | 0.7%
Cc1cccc(C(=O)Nc2c(C(=O)N3CCN(c4ccc(F)cc4)CC3)oc3ccccc23)c1 | -17.0%[46 µM] | -0.2%
Cc1ccc(C(=O)Nc2cccc(C(=O)OCc3cc(=O)n4c5c(sc4n3)CCCC5)c2)cc1 | -22.2%[46 µM] | ?
Cn1cc(S(=O)(=O)N2CCCCCC2)cc1C(=O)N1CCN(c2cccc(Cl)c2)CC1 | 4.7%[46 µM] | -1.7%
CCOc1ccccc1NS(=O)(=O)c1ccc(-c2cnc(C3CC3)o2)cc1 | ? | 3.3%
COc1ccc(NS(=O)(=O)c2cc3[nH]c(=O)c(=O)[nH]c3cc2C)cc1Cl | -3.8%[46 µM] | 2.5%
COc1cc(NC(=O)CN2C(=O)c3ccccc3Sc3ccc(C(=O)N4CCCC4)cc32)cc(OC)c1 | 5.3%[46 µM] | -0.2%
CC(C)(C)OC(=O)N1CCC(c2c(C(=O)Nc3cccc(C(F)(F)F)c3)cnn2-c2ccc(F)cc2F)CC1 | -22.1%[46 µM] | -0.2%
COc1ccc(NC(=O)CSc2nnc(-c3cccs3)o2)cc1 | 14.8%[46 µM] | 1.1%
Cc1ccc(NC(=O)C2CCCN(c3ncnc4onc(C)c34)C2)cc1Cl (stereo unspecified) | 22.1%[46 µM] | -0.4%
CCOC(=O)c1sc2ccccc2c1S(=O)(=O)N1CCN(c2cccc(C)c2C)CC1 | -12.7%[46 µM] | 0.8%
CCC(CC)C(=O)Nc1nnc2n1CCS2 | ? | 0.0%
Cc1cc2nc(NC(=O)c3ccc(S(=O)(=O)N4CCOCC4)cc3)sc2cc1C | -10.6%[46 µM] | 1.9%
CCN(C(=O)CSc1nc2ccccc2n1CC(=O)N1CCCC(C)C1)c1ccccc1 (stereo unspecified) | -0.4%[46 µM] | 5.1%
Cc1oc2ncn(CC(C)C)c(=O)c2c1C(=O)NCCCN(C)Cc1ccccc1 | 19.5%[46 µM] | -1.3%
CCN(CC)C(=O)CSc1nnc2[nH]c(=O)cc(C)n12 | 19.3%[46 µM] | 0.0%
COc1cccc(NC(=O)N2CCC(CN3CCOCC3)CC2)c1 | 16.8%[46 µM] | 2.5%
CCOC(=O)CSc1nc2c([nH]c3ccccc32)c(=O)n1-c1ccc(OCC)cc1 | 20.0%[46 µM] | 5.8%
CCc1cc(=O)[nH]c(SCc2nc(-c3ccccc3)no2)n1 | 10.9%[46 µM] | 2.4%
CCC1CN(C(=O)Nc2cccc3c2CCCC3)c2cc(C)ccc2O1 (stereo unspecified) | 5.0%[46 µM] | 1.1%
O=C(Nc1ccc(N2CCN(CCOc3ccc(Cl)cc3)CC2)c(C(=O)O)c1)c1ccc(F)cc1 | 11.5%[46 µM] | 0.8%
Cc1cccc(OCC(=O)Nc2cccc(C(=O)OCc3cc(=O)n4nc(C(C)C)sc4n3)c2)c1 | -13.3%[46 µM] | -1.3%
CCc1ccc(NC(=O)N2CC(C)Oc3ccc(C)cc32)cc1 (stereo unspecified) | ? | 2.6%
CCOC(=O)c1ccc(NC(=O)C2CCN(C(=O)N3CC(C)Oc4ccc(C)cc43)CC2)cc1 (stereo unspecified) | 3.4%[46 µM] | 0.0%
O=C(Nc1cccc(C(=O)N2CCN(c3ccc(Cl)cc3)CC2)c1)c1nsc2ccccc12 | -9.1%[46 µM] | 5.6%
Cc1cccc(CCNC(=O)C2CCC(CNS(=O)(=O)c3ccccc3)CC2)c1 (stereo unspecified) | 4.6%[46 µM] | 0.0%
O=C(Cn1cc(S(=O)(=O)Cc2ccccc2F)c2ccccc21)NCc1ccccc1Cl | ? | -1.2%
COC(=O)c1scc(-c2ccccc2)c1S(=O)(=O)Nc1cccc(C)c1C | 2.7%[46 µM] | 0.8%
CCOC(=O)c1c(C)oc2nc(C)nc(NCC3CCN(Cc4cc(C)ccc4C)CC3)c12 | -4.0%[46 µM] | -1.3%
CCCc1cc(=O)[nH]c(SCc2nc(-c3ccc(C)cc3)no2)n1 | -11.0%[46 µM] | 2.7%
O=c1c(N2CCc3ccccc3C2)csc2ccc(Cl)cc12 | -25.1%[46 µM] | -0.6%
Cc1cccc(-c2cc(NC(=O)C(C)(C)C)n(-c3ccccc3)n2)c1 | ? | -0.5%
CC(C)c1ccc(NC(=O)CN2C(=O)CCc3cc(S(=O)(=O)N4CCOCC4)ccc32)cc1 | -9.5%[46 µM] | 0.1%
CCOC(=O)Cn1c(=O)n(CC2CCCO2)c2nc(-c3ccccc3)nc(C(N)=O)c21 (stereo unspecified) | 6.0%[46 µM] | -0.6%
CCc1ccc(C2=C(C)C(N3CCC(C(=O)NCCc4ccco4)CC3)=NS2(=O)=O)cc1 | -10.7%[46 µM] | 0.0%
COc1ccc(Cn2ccc3nc(C)c(C(=O)N4CCN(c5ccccc5F)CC4)cc3c2=O)cc1 | -17.6%[46 µM] | 0.0%
COC(=O)c1ccccc1NC(=O)N1CCC(n2c(C)nc3cccnc32)CC1 | 1.8%[46 µM] | 0.0%
CCOC(=O)C1CCN(C(=O)CN2c3ccc(CC)cc3-c3ccccc3S2(=O)=O)CC1 | ? | 0.0%
CSc1cccc(NS(=O)(=O)c2cn(C)c(C)n2)c1 | 3.4%[46 µM] | 6.8%
COCCCNC(=O)c1ccc2c(c1)N(Cc1ccccc1)C(=O)c1ccccc1S2 | 4.7%[46 µM] | 2.4%
Fc1ccc(CN2CCc3nc(N4CCN(c5ccccc5F)CC4)ncc3C2)c(F)c1 | -5.8%[46 µM] | 6.6%
Cc1cc(C(=O)N2CCN(c3ccccc3F)CC2)c2c(C)nn(-c3ccccc3)c2n1 | -8.4%[46 µM] | -1.3%
O=C(NCCc1csc(-c2cccc(F)c2)n1)c1cccs1 | 7.0%[46 µM] | 0.0%
O=C(CS(=O)(=O)c1cccc2nsnc12)Nc1ccccc1 | -1.6%[46 µM] | 5.6%
COc1ccc(N2CC(NC(=O)/C=C\c3ccccc3)CC2=O)cc1OC (stereo unspecified) | -1.8%[46 µM] | -0.6%
Cc1ccc(C)c(N2CCN(CCCNC(=O)c3cnn(-c4ccccc4Cl)c3C3CCN(C(=O)OC(C)(C)C)CC3)CC2)c1 | ? | -1.3%
COc1cc(C(=O)NCC(c2ccc3c(c2)OCO3)N2CCN(C)CC2)cc(OC)c1OC (stereo unspecified) | -9.6%[46 µM] | 0.0%
O=C(NCc1ccc(F)cc1)C(=O)NCC(c1ccc2c(c1)OCO2)N1CCOCC1 (stereo unspecified) | 1.7%[46 µM] | 0.0%
CCOc1cc(-c2ccc(OC(=O)c3ccc(Cl)cc3)c(OC)c2)cc(=O)c2c(C)oc(C)c12 | 12.2%[46 µM] | -2.4%
CC1=C(C(=O)NCc2ccccc2F)C2(CCCCC2)OC1=O | 8.2%[46 µM] | -1.2%
CCN1C(=O)c2ccccc2Sc2ccc(NC(=O)COc3ccc(Cl)cc3)cc21 | -27.5%[46 µM] | 1.4%
CN(C)CCN(Cc1ccco1)S(=O)(=O)c1cc2c(cc1Cl)NC(=O)CO2 | -2.8%[46 µM] | 0.1%
CCC(Oc1ccccc1-c1nnc(-c2ccccc2)o1)C(=O)Nc1ccc(C(C)=O)cc1 (stereo unspecified) | 5.5%[46 µM] | 0.0%
Cc1oc2ncn(C)c(=O)c2c1C(=O)NC(C)c1ccccc1 (stereo unspecified) | ? | -1.3%

Structural class: those above containing an aryl methoxy group
SMILES | Lamin A splicing | Epigenetic derep
COc1ccc(OC)c(NC(=O)c2c(NCc3ccc(C)o3)sc3c2CCC(C)C3)c1 (stereo unspecified) | ? | 1.1%
COc1ccc(NS(=O)(=O)c2cc3[nH]c(=O)c(=O)[nH]c3cc2C)cc1Cl | -3.8%[46 µM] | 2.5%
COc1cc(NC(=O)CN2C(=O)c3ccccc3Sc3ccc(C(=O)N4CCCC4)cc32)cc(OC)c1 | 5.3%[46 µM] | -0.2%
COc1ccc(NC(=O)CSc2nnc(-c3cccs3)o2)cc1 | 14.8%[46 µM] | 1.1%
COc1cccc(NC(=O)N2CCC(CN3CCOCC3)CC2)c1 | 16.8%[46 µM] | 2.5%
COc1ccc(Cn2ccc3nc(C)c(C(=O)N4CCN(c5ccccc5F)CC4)cc3c2=O)cc1 | -17.6%[46 µM] | 0.0%
COc1ccc(N2CC(NC(=O)/C=C\c3ccccc3)CC2=O)cc1OC (stereo unspecified) | -1.8%[46 µM] | -0.6%
COc1cc(C(=O)NCC(c2ccc3c(c2)OCO3)N2CCN(C)CC2)cc(OC)c1OC (stereo unspecified) | -9.6%[46 µM] | 0.0%
CCOc1cc(-c2ccc(OC(=O)c3ccc(Cl)cc3)c(OC)c2)cc(=O)c2c(C)oc(C)c12 | 12.2%[46 µM] | -2.4%

Other entries.
SMILES | Lamin A splicing | Epigenetic derep
Cc1cc(Nc2ccccc2Cl)n2nc(-c3ccco3)nc2n1 | 2.7%[46 µM] | -1.4%
CC(C)c1ccc(CNc2nc(-c3ccco3)nn2S(=O)(=O)c2ccccc2)cc1 | 8.0%[46 µM] | -1.6%
Cc1ccc(CNC(=O)CN2N=C(c3ccc(C)cc3)CCC2=O)cc1 | -7.5%[46 µM] | 0.2%
CCC1CN(C(=O)NCc2ccc(C)cc2)c2cc(Cl)ccc2O1 (stereo unspecified) | 9.6%[46 µM] | -1.6%
CC(=O)Nc1ccc(Nc2ncnc3c2c(-c2ccccc2)cn3-c2ccc(C)c(Cl)c2)cc1 | -15.3%[46 µM] | 0.6%
CCc1nn2c(=O)cc(COC(=O)c3ccco3)nc2s1 | ? | 0.0%
CC(C)CN(CCNC(=O)c1cc(=O)[nH]c2ccc(S(=O)(=O)N3CCCCCC3)cc12)CC(C)C | -1.0%[46 µM] | -1.2%
CCOC(=O)N1CCC(NC(=O)c2cnn(-c3ccccc3)c2C2CCN(C(=O)OC(C)(C)C)CC2)CC1 | ? | 0.0%
O=C(NCC(c1cccnc1)N1CCN(Cc2ccccc2)CC1)C(=O)Nc1cccc(F)c1 (stereo unspecified) | ? | 0.0%
CC1CN(C(=O)N2CCC(C(=O)N3CCN(c4ccccc4)CC3)CC2)c2cc(Cl)ccc2O1 (stereo unspecified) | 16.6%[46 µM] | 0.8%
CCN(CC)S(=O)(=O)c1ccc(C(=O)NC2CC(=O)N(c3ccc4c(c3)OCCO4)C2)cc1 (stereo unspecified) | 17.7%[46 µM] | 3.3%
COc1ccc(-c2cccc(NS(=O)(=O)c3ccc(C)s3)c2)nn1 | -11.4%[46 µM] | 3.4%
COc1ccccc1CNC(=O)c1oc2c(c1C)-c1nn(Cc3ccc(Cl)cc3)cc1CC2 | ? | 2.2%
CCOC(=O)c1ccc(-c2ccc(/C=C(\C#N)C(=O)Nc3ccc(C)cc3)o2)cc1 | ? | 1.9%
CCN(CC)c1ccc(NC(=O)CN2CCN(c3ccccc3OC)CC2)cc1 | -3.4%[46 µM] | -3.5%
CCC(=O)Nc1cc(-c2cn3cccnc3n2)ccc1OC | 4.8%[46 µM] | 0.0%
CCOc1ccc(NC(=O)Cc2c[nH]c3ccccc23)cc1 | 0.5%[46 µM] | -1.1%
CCC(=O)Nc1nnc2n1CCS2 | 18.7%[46 µM] | 0.0%
CC(C)C(=O)NC1CC(=O)N(c2ccc3c(c2)OCCO3)C1 (stereo unspecified) | 15.5%[46 µM] | 4.4%
O=C(COc1ccccc1F)Nc1ccc(-c2nc3ccccc3s2)cc1 | 6.7%[46 µM] | 0.0%
CCOc1ccc(-c2cn3c(n2)sc2cc(C(=O)NCCC4=CCCCC4)ccc23)cc1 | 8.8%[46 µM] | 0.6%
O=c1cc(CN2CCN(S(=O)(=O)c3ccccc3)CC2)nc2sc(-c3ccccc3Cl)nn12 | -15.1%[46 µM] | -2.4%
COCCNC(=O)C1CCN(Cc2cc3ccccc3n2Cc2ccc(C)cc2)CC1 | 3.3%[46 µM] | -0.5%
CCOC(=O)c1ccc(Nc2c(-c3ccc(N(C)C)cc3)nc3nc[nH]n23)cc1 | -25.2%[46 µM] | -0.2%
CN(C)c1ccc(CNC(=O)c2ccc(NC(=O)N3CCCCc4ccccc43)cc2)cc1 | -9.6%[46 µM] | 1.5%
COc1ccc(-c2nc3sc(CCNS(=O)(=O)c4ccccc4)c(C)n3n2)cc1 | ? | 3.5%
CC(CCc1ccccc1)NC(=O)Cn1c(=O)nc(-c2ccccc2)c2ccccc21 (stereo unspecified) | ? | -0.9%
CCOc1ccc(-n2c(SCC(=O)NCc3ccco3)nc3c([nH]c4ccccc43)c2=O)cc1 | 25.5%[46 µM] | 2.8%

Screens from PubChem.
